HIV Rev-RRE inh = HIV-1 Rev-RRE binding inhibitors, primary screen, biochemical, FRET, protein-RNA interaction | inhibition, % at 8 µM | hit rate 0.79% among 97,000 | AID 704, 2007 | P05866 | Rev peptide-RRE RNA binding;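 active = inhibition above the screen-wide mean plus 3 SD, cut at about 35% in these data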;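 also: 0% = median DMSO wells and 100% = median Neomycin B control wells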
Target sequence (P05866 whole entry, looked up): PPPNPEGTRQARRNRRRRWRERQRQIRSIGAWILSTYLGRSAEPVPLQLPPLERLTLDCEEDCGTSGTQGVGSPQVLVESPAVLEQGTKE
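Material: labelled RRE RNA duplex and labelled Rev peptide / Buffer or medium: HEPES pH 7.5 salt buffer with EDTA / Compound dosing: single point, 8 µM final nominal compound concentration / Benchmarks: DMSO low control, neomycin B high control / Timing: 5 min preincubation and 15 min binding, 25 °C / Technique: FRET fluorescence readout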
LYP act = LYP phosphatase activators, primary screen, biochemical, DiFMUP fluorescence, 2 µM; hit rate 0.11% among 96,000; activation, % at 2 µM; Tyrosine-protein phosphatase non-receptor type 22 (Homo sapiens), Q9Y2R2; recombinant LYP; 0 = plate median, 100 = signal doubled; AID 697, 2007;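 active = activation at 2 µM above a set limit, the mean plus 5 SD, cut at about 37% in these data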
S1P2 blocker = human S1P2 receptor antagonists, primary screen, cell-based; Sphingosine 1-phosphate receptor 2 (Homo sapiens), O95136; cell-based S1P2 antagonist assay, inhibition at 5 uM; inhibition, % at 5 µM; hit rate 0.21% among 97,000; AID 736, 2007; in the data active = inhibition above about 45%;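 also: CRE beta-lactamase reporter cells expressing human S1P2 stimulated with S1P; 0% = agonist at EC80 alone and 100% = agonist plus reference antagonist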
FAK inh = FAK kinase inhibitors, primary screen, biochemical; Focal adhesion kinase 1 (Homo sapiens), Q05397; biochemical FAK kinase activity assay; inhibition, %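 (tested at 7 µM)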; hit rate 0.84% among 97,000; in the data active = inhibition above about 19%;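 also: 0% = DMSO and 100% = reference compound high control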
PostGolgi yeast = phenotypic screen on post-Golgi transport, primary screen | hit rate 0.9% among 98,000 | post-Golgi transport phenotypic cell assay | inhibition, % at 10 µM | AID 739, 2007;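 also: yeast cells grown in 1536-well plates; yeast grown about 18 h at 30C before absorbance read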
PostGolgi ctrl = growth inhibition of yeast control strain, primary screen, counter-screen for post-Golgi transport modulator project; efflux-deficient yeast background strain, growth absorbance A615, 16 h; inhibition, % at 10 µM; hit rate 5% among 98,000; AID 738, 2007
S1P2 ag = S1P2 receptor agonists, primary screen, cell-based; Sphingosine 1-phosphate receptor 2 (Homo sapiens), O95136; S1P2-expressing cell line, agonist reporter read-out; activation, % at 4.5 µM; hit rate 0.46% among 97,000; AID 729, 2007; in the data active = activation above about 16%;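 also: 0% = vehicle low control and 100% = maximal reference agonist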
EphB4 ephrin blk = EphB4-ephrin-B2 interaction antagonists, primary screen, biochemical, TNYL-RAW peptide probe, fluorescence polarization | EphB4 LBD / TNYL-RAW-Alexa532 peptide | inhibition, % at 7 µM | hit rate 0.15% among 97,000 | AID 720, 2007;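 active = inhibition above the screen-wide mean inhibition plus 3 SD, cut at about 15% in these data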;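 also: 0% = DMSO wells and 100% = excess unlabeled TNYL-RAW peptide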
Target sequence (P54760 whole entry, looked up, the tested form may be a part): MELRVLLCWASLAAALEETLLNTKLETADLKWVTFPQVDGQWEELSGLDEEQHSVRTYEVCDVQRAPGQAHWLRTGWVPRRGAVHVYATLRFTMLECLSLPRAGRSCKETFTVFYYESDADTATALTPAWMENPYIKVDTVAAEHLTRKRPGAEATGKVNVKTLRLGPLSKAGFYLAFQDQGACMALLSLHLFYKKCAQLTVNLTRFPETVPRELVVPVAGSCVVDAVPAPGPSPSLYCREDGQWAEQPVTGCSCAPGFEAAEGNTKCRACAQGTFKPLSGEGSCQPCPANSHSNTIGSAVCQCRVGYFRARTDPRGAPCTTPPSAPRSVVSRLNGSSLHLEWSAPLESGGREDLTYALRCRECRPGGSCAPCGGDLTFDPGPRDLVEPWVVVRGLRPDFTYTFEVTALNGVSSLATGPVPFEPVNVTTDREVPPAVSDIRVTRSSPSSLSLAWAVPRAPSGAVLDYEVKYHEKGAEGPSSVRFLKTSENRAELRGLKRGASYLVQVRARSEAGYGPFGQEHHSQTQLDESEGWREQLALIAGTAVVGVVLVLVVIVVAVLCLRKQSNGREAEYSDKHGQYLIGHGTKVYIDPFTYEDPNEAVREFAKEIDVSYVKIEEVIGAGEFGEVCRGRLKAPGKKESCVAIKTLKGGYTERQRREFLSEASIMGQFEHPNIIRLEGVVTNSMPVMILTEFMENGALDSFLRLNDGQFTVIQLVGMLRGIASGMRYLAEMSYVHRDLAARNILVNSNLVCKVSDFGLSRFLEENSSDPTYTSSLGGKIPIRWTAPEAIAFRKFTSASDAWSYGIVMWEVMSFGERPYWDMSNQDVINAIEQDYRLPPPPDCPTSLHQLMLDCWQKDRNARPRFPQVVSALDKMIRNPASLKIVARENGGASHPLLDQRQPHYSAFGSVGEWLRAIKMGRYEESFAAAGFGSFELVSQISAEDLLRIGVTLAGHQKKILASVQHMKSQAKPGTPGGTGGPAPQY
LYP inh 2 = PTPN22 phosphatase inhibitors, primary screen, biochemical, DiFMUP fluorescence, 2 µM | inhibition, % at 2 µM | Tyrosine-protein phosphatase non-receptor type 22 (Homo sapiens), Q9Y2R2 | recombinant LYP catalytic domain | hit rate 0.21% among 96,000;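 active = inhibition at 2 µM at or above a set limit, the screen mean plus 3 SD, cut at about 24% in these data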;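 also: 0% = DMSO with enzyme and 100% = enzyme fully blocked by orthovanadate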
Numbers without * were called inactive; [ ] = dose if it differs, or a comment. Rule as the data show it, unless noted: active = inhibition above about 30%; inactive = the rest.

Screening CC(C)NC(=O)COC(=O)c1ccc(Oc2ccccc2)cc1 returned HIV Rev-RRE inh 5, LYP act 12, S1P2 blocker -11, FAK inh 2, PostGolgi yeast -2, PostGolgi ctrl -5, S1P2 ag 0, EphB4 ephrin blk 6 and LYP inh 2 -13.
`Cc1cccc(C)c1OCC(=O)Nc1cccc(NC(=O)c2ccco2)c1` gave HIV Rev-RRE inh 7, LYP act 2, S1P2 blocker -20, FAK inh -1, PostGolgi yeast 7, PostGolgi ctrl 23, S1P2 ag -2, EphB4 ephrin blk -1 and LYP inh 2 -2.
CC(C)Cn1c2c(c(O)c(C(=O)Nc3nccs3)c1=O)CCCC2 was read as HIV Rev-RRE inh 2, LYP act -4, S1P2 blocker 7, FAK inh 2, PostGolgi yeast 21, PostGolgi ctrl 29, S1P2 ag -4, EphB4 ephrin blk -2 and LYP inh 2 2.
`O=C(COc1ccccc1)Nc1ccccc1C(=O)NCc1ccco1` gave HIV Rev-RRE inh 2, LYP act 1, S1P2 blocker -1, FAK inh -2, PostGolgi yeast -5, PostGolgi ctrl 13, S1P2 ag -1, EphB4 ephrin blk -4 and LYP inh 2 -3.
`Cc1cc(N2CCCCC2)n2ncc(-c3ccc(Cl)cc3)c2n1` gave HIV Rev-RRE inh 12, LYP act 1, S1P2 blocker 17, FAK inh 3, PostGolgi yeast 1, PostGolgi ctrl 7, S1P2 ag -3, EphB4 ephrin blk 3 and LYP inh 2 -4.
Screening Cc1c(C(=O)N2CCN(c3ccc(F)cc3)CC2)sc2nc(-c3ccccc3)cn12 returned HIV Rev-RRE inh 6, LYP act -2, S1P2 blocker 8, FAK inh 1, PostGolgi yeast -5, PostGolgi ctrl -4, S1P2 ag -9, EphB4 ephrin blk 0 and LYP inh 2 -2.
`Cc1nn(C)c(Oc2ccccc2)c1[N+](=O)[O-]` gave HIV Rev-RRE inh 5, LYP act 0, S1P2 blocker 6, FAK inh 1, PostGolgi yeast -4, PostGolgi ctrl 6, S1P2 ag -4, EphB4 ephrin blk 8 and LYP inh 2 -4.
For O=C(NCC(c1cccnc1)N1CCOCC1)Nc1ccccc1 (stereo not drawn) the results were HIV Rev-RRE inh 1, LYP act -6, S1P2 blocker 13, FAK inh -5, PostGolgi yeast -1, PostGolgi ctrl 9, S1P2 ag -5, EphB4 ephrin blk -10 and LYP inh 2 6.
`CCOc1ccc(C(=S)N2CCOCC2)cc1OC` gave HIV Rev-RRE inh 6, LYP act -2, S1P2 blocker 2, FAK inh 0, S1P2 ag -5, EphB4 ephrin blk -4 and LYP inh 2 2.
`Cn1c2c(c3ccccc31)CCSC2=O` gave HIV Rev-RRE inh 4, LYP act -9, S1P2 blocker -25, FAK inh -2, PostGolgi yeast 6, PostGolgi ctrl 3, S1P2 ag -2, EphB4 ephrin blk -7 and LYP inh 2 10.
COc1cc2c(cc1NC(=O)COC(=O)Cn1cnc3ccccc31)oc1ccccc12 was read as HIV Rev-RRE inh 7, LYP act 19, S1P2 blocker 14, FAK inh 5, PostGolgi yeast 3, PostGolgi ctrl 2, S1P2 ag -5, EphB4 ephrin blk -4 and LYP inh 2 -22.
For O=C(O)c1cccc(N2C(=O)c3cccnc3C2=O)c1 the results were HIV Rev-RRE inh 3, LYP act 0, S1P2 blocker -15, FAK inh 0, PostGolgi yeast -3, PostGolgi ctrl 2, S1P2 ag -1, EphB4 ephrin blk 1 and LYP inh 2 3.
Screening Cc1cccc(C)c1OCC(=O)Nc1oc(-c2ccccc2)c(-c2ccccc2)c1C#N returned HIV Rev-RRE inh 8, LYP act -9, S1P2 blocker 5, FAK inh -3, S1P2 ag -7, EphB4 ephrin blk 2 and LYP inh 2 9.
Screening O=C(/C=C/c1ccco1)Nc1ccc(Oc2ccc(Cl)cc2)cc1 returned HIV Rev-RRE inh 4, LYP act -3, S1P2 blocker 0, FAK inh -12, PostGolgi yeast -4, PostGolgi ctrl -5, S1P2 ag -4, EphB4 ephrin blk 5 and LYP inh 2 5.
`C=CCn1c(SCc2nc3ccccc3[nH]2)nnc1-c1ccccn1` gave HIV Rev-RRE inh -2, LYP act -6, S1P2 blocker -4, FAK inh -2, PostGolgi yeast -3, PostGolgi ctrl 11, S1P2 ag 5, EphB4 ephrin blk 0 and LYP inh 2 4.
CCOC(=O)C1=C(O)/C(=C/c2ccc(-c3ccccc3C(=O)O)o2)SC1=Nc1ccc(OC)cc1 was read as HIV Rev-RRE inh 89*[fluorescence artefact?], LYP act -6, S1P2 blocker 2, FAK inh -3, PostGolgi yeast 7, PostGolgi ctrl 24, S1P2 ag -7, EphB4 ephrin blk 2 and LYP inh 2 4.
For O=c1[nH]c2cc3c(cc2cc1C(c1nnnn1C1CCCCC1)N1CCSCC1)OCCO3 (stereo not drawn) the results were HIV Rev-RRE inh 51*, LYP act -20, S1P2 blocker 2, FAK inh 1, PostGolgi yeast -4, PostGolgi ctrl 17, S1P2 ag -2, EphB4 ephrin blk 1 and LYP inh 2 19.
O=C(Nc1nccs1)C1CCN(S(=O)(=O)c2ccc(Cl)c(C(F)(F)F)c2)CC1 was read as HIV Rev-RRE inh 11, LYP act 5, S1P2 blocker 13, FAK inh -1, PostGolgi yeast -2, PostGolgi ctrl 18, S1P2 ag -2, EphB4 ephrin blk 7 and LYP inh 2 -4.
Screening O=C(c1ccc(Cl)s1)N1CCc2ccccc21 returned HIV Rev-RRE inh 1, LYP act 2, S1P2 blocker 22, FAK inh -1, PostGolgi yeast 0, PostGolgi ctrl 7, S1P2 ag -3, EphB4 ephrin blk -5 and LYP inh 2 -8.
CC(C)n1nnnc1-c1cccc(Cl)c1 was read as HIV Rev-RRE inh 7, LYP act -6, S1P2 blocker 15, FAK inh -3, PostGolgi yeast -1, PostGolgi ctrl 11, S1P2 ag -4, EphB4 ephrin blk -1 and LYP inh 2 10.
`COc1cnc(-c2ccccn2)nc1Oc1ccccc1Cl` gave HIV Rev-RRE inh 2, S1P2 blocker 7, FAK inh 3, PostGolgi yeast -14, PostGolgi ctrl 8, S1P2 ag -1 and EphB4 ephrin blk -1.
`CCC(=O)N(Cc1cc2cccc(C)c2[nH]c1=O)c1ccccc1OC` gave HIV Rev-RRE inh 2, LYP act 9, S1P2 blocker -2, FAK inh -3, PostGolgi yeast 4, PostGolgi ctrl 7, S1P2 ag -6, EphB4 ephrin blk -2 and LYP inh 2 -11.
For COC(=O)c1ccc(COC(=O)CNC(=O)c2ccco2)cc1 the results were HIV Rev-RRE inh 3, LYP act -1, S1P2 blocker -5, FAK inh 0, PostGolgi yeast 24, PostGolgi ctrl 11, S1P2 ag -3, EphB4 ephrin blk -3 and LYP inh 2 3.
Screening CCn1c(C(c2ccccc2)c2ccccc2)n[nH]c1=S returned HIV Rev-RRE inh -2, LYP act -20, S1P2 blocker -3, FAK inh -1, PostGolgi yeast -6, PostGolgi ctrl 20, S1P2 ag -4, EphB4 ephrin blk -5 and LYP inh 2 21.
O=C(Nc1ccon1)C1CCN(S(=O)(=O)c2cccs2)CC1 was read as HIV Rev-RRE inh 3, LYP act 3, S1P2 blocker 5, FAK inh -1, PostGolgi yeast -5, PostGolgi ctrl 10, S1P2 ag -7, EphB4 ephrin blk -6 and LYP inh 2 0.
COc1ccc(N2C(=O)C3CC(C)=C(C)CC3C2=O)c(OC)c1 (stereo not drawn) was read as HIV Rev-RRE inh 4, LYP act -7, S1P2 blocker -11, FAK inh -1, PostGolgi yeast -3, PostGolgi ctrl 4, S1P2 ag -2, EphB4 ephrin blk 2 and LYP inh 2 7.
For CC(=O)NCC(=O)OCN1C(=O)c2ccccc2C1=O the results were HIV Rev-RRE inh 6, LYP act -8, S1P2 blocker -1, FAK inh 0, PostGolgi yeast 4, PostGolgi ctrl 13, S1P2 ag -4, EphB4 ephrin blk 4 and LYP inh 2 5.
CC1=NOC(=O)/C1=C/c1ccc(N(C)C)cc1 was read as HIV Rev-RRE inh 86*, LYP act 1, S1P2 blocker -10, FAK inh -3, PostGolgi yeast -1, PostGolgi ctrl 1, S1P2 ag 0, EphB4 ephrin blk -2 and LYP inh 2 2.
For CC(C)NC(=O)c1ccc(OC2CSC2)cc1 the results were HIV Rev-RRE inh 5, LYP act 15, S1P2 blocker 19, FAK inh 2, PostGolgi yeast 1, PostGolgi ctrl 16, S1P2 ag -3, EphB4 ephrin blk 2 and LYP inh 2 -10.
CC(=O)Nc1ccc(NC(=O)CSc2nnc(-c3ccccc3)n2Cc2ccc3c(c2)OCO3)cc1 was read as HIV Rev-RRE inh 4, LYP act -1, S1P2 blocker -3, FAK inh -1, PostGolgi yeast 2, PostGolgi ctrl 3, S1P2 ag -5, EphB4 ephrin blk 4 and LYP inh 2 3.
For O=C1c2cccc3c(O)ccc(c23)C(=O)N1Cc1ccccc1 the results were HIV Rev-RRE inh 131*[fluorescence artefact?], LYP act 4, S1P2 blocker 3, FAK inh 1, PostGolgi yeast 30*, PostGolgi ctrl 23, S1P2 ag -6, EphB4 ephrin blk 10 and LYP inh 2 -6.
O=C(Cc1ccccc1)N1CCC(c2nc(-c3ccc(F)cc3)no2)CC1 was read as HIV Rev-RRE inh 2, LYP act 3, S1P2 blocker -5, FAK inh -3, PostGolgi yeast 1, PostGolgi ctrl 25, S1P2 ag -8, EphB4 ephrin blk -2 and LYP inh 2 -3.
O=C(CN1C(=O)C2(OCCO2)c2ccccc21)c1ccc(Br)cc1 was read as HIV Rev-RRE inh 0, LYP act 2, S1P2 blocker 11, FAK inh -1, PostGolgi yeast -4, PostGolgi ctrl 8, S1P2 ag -5, EphB4 ephrin blk 6 and LYP inh 2 -1.
`CCC(=O)N1CCc2cc(S(=O)(=O)NC(C(=O)Nc3cccc(C)n3)C(C)C)ccc21` (stereo not drawn) gave HIV Rev-RRE inh 2, LYP act 15, S1P2 blocker -2, FAK inh 1, PostGolgi yeast -1, PostGolgi ctrl 5, S1P2 ag -2, EphB4 ephrin blk -7 and LYP inh 2 -18.
For Cc1ccc(OCC(=O)NN2C(=O)c3ccccc3C2=O)c(C)c1 the results were HIV Rev-RRE inh 0, LYP act 0, S1P2 blocker -2, FAK inh -9, PostGolgi yeast -3, PostGolgi ctrl 7, S1P2 ag -6, EphB4 ephrin blk -2 and LYP inh 2 3.
Screening O=S(=O)(c1ccc(F)cc1)N1CCN(c2ccccc2)CC1 returned HIV Rev-RRE inh 5, LYP act 3, S1P2 blocker -10, FAK inh 1, PostGolgi yeast 19, PostGolgi ctrl 2, S1P2 ag -2, EphB4 ephrin blk 5 and LYP inh 2 -1.
For O=C(CC(c1ccccc1)c1ccccc1)NCc1cccnc1 the results were HIV Rev-RRE inh 2, LYP act -6, S1P2 blocker -7, FAK inh 0, S1P2 ag -4, EphB4 ephrin blk 3 and LYP inh 2 7.
`O=C(CN1C(=O)CCS(=O)(=O)c2ccccc21)NCc1ccccc1` gave HIV Rev-RRE inh 2, LYP act 0, S1P2 blocker 12, FAK inh -6, PostGolgi yeast -6, PostGolgi ctrl 0, S1P2 ag -6, EphB4 ephrin blk 5 and LYP inh 2 -2.

Source: PubChem
